# Compound activity (PubChem BioAssay)
# tim10-1 inh: growth inhibitors of tim10-1 mutant yeast | S. cerevisiae tim10-1 ts strain growth, BacTiter-Glo, 24 h | inhibition, % at 20 µM | actives 2.2% (n = 330,000) | AID 463190;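 active = inhibition of at least 40%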;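 also: mutant grown at 25 °C; 0% = DMSO wells with yeast and 100% = wells holding no yeast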
# APJ antagonist: blocks the human apelin receptor APJ; P35414; actives 0.32% (n = 330,000); CHO-K1 APJ beta-arrestin complementation, luminescence; AID 2521; inhibition, % at 20 µM;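 active = inhibition above about 40% at 20 µM, limit read from the data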;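 also: cells challenged with 10 nM apelin-13 agonist together with compound; plate controls were apelin-13 plus DMSO wells for no effect and DMSO wells lacking apelin-13 for full effect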
# APJ ag: agonists of human APJ apelin receptor | P35414 | CHO-K1 APJ PathHunter beta-arrestin, luminescence; 0% DMSO wells, 100% apelin | activation, % at 20 µM | actives 0.11% (n = 330,000);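 active = activation more than six SD over the plate average, tested at 20 µM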;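 also: 0% = DMSO alone and 100% = apelin-13 at 10 nM; some results filed as inactive read as strong as hits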
#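 Assay system – PathHunter CHO-K1 APJ (AGTRL-1) beta-arrestin reporter cells · Compound – one dose, 20 µM compound, 1% DMSO · Timing – compound 90 min 25 °C, reagent 1 h · Measured by – luminescence from split beta-galactosidase complementation, Galacton Star/Emerald II substrate · Measure – beta-arrestin recruitment to APJ as agonist activity, luminescent signal · Benchmarks – DMSO vs Apelin-13 10 nM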
# tim23-1 inh: growth inhibitors of tim23-1 mutant yeast. S. cerevisiae tim23-1 growth, BacTiter-Glo luminescence, 24 h. inhibition, % at 20 µM. actives 1.3% (n = 330,000). AID 463212;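 active = growth inhibition of the mutant yeast at or above 50%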;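 also: temperature-sensitive mutant grown at 25 °C; plate controls were DMSO-treated mutant yeast for no effect and medium wells lacking yeast for full effect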
# TIM10 inh: TIM10 yeast growth inhibition; S. cerevisiae TIM10 strain growth, BacTiter-Glo luminescence, 24 h; inhibition, % at 10 µM; actives 1.4% (n = 330,000);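 active = inhibition of 40% or more at the single tested concentration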;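 also: wild-type TIM10 isogenic control strain grown at permissive 25 °C; 0% = DMSO yeast wells and 100% = minimal medium wells without yeast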
# UPR CHOP act: apoptotic UPR (CHOP) activation; actives 0.34% (n = 330,000); AID 449763; activation, % at 10 µM; CHO-CHOP luciferase reporter, luminescence; percent of tunicamycin response over DMSO baseline;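 active = at 10 µM dose, activation of 40% or more, normalized to positive control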;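 also: 100% = tunicamycin at 10 µg/mL and 0% = DMSO alone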
#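 measured by = luciferase luminescence | assay system = CHO-CHOP cells, stable luciferase reporter of PERK-eIF2a-CHOP signalling | amount = 500 reporter cells seeded per well | timing = 6 h compound exposure at 37 °C after overnight seeding | controls = positive tunicamycin 10 µg/mL, negative DMSO alone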
# XBP1 UPR activ: activators of adaptive arm of unfolded protein response (XBP1) | actives 0.33% (n = 330,000) | CHO-XBP1 luciferase reporter, IRE1-XBP1 UPR activation, luminescence; percent of tunicamycin response, DMSO as zero | activation, % at 20 µM;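 active = versus positive control, 20 µM dose yields 30% or more activation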;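 also: 100% = tunicamycin at 10 µg/mL and 0% = DMSO only wells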
#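 Assay system: CHO-XBP1 luciferase reporter cells; Schedule: 6 h treatment, 37 °C; Detection: glow luminescence from Steady-Glo reagent; Benchmarks: high control tunicamycin 10 µg/mL final, low control DMSO vehicle only.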
# CXCR6 block: CXCR6 (human) receptor inhibition. CHO-K1 PathHunter CXCR6 beta-arrestin, luminescence. inhibition, % at 20 µM. actives 0.36% (n = 360,000). AID 602244; in the data active = inhibition above about 34%, passing the limit was not always enough;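 also: antagonist mode with CXCL16 agonist at 10 nM final; 0% = 10 nM CXCL16 with DMSO and 100% = unstimulated wells without agonist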
# Mdm2 MdmX PPI: human Mdm2/MdmX binding inhibition. SaOS-2 split-luciferase Mdm2/MdmX complementation, luminescence. O15151+Q00987. inhibition, % at 8 µM. actives 3% (n = 330,000);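 active = inhibition of at least 50% at 8 µM in the primary screen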
# Target sequence (O15151 whole entry, looked up): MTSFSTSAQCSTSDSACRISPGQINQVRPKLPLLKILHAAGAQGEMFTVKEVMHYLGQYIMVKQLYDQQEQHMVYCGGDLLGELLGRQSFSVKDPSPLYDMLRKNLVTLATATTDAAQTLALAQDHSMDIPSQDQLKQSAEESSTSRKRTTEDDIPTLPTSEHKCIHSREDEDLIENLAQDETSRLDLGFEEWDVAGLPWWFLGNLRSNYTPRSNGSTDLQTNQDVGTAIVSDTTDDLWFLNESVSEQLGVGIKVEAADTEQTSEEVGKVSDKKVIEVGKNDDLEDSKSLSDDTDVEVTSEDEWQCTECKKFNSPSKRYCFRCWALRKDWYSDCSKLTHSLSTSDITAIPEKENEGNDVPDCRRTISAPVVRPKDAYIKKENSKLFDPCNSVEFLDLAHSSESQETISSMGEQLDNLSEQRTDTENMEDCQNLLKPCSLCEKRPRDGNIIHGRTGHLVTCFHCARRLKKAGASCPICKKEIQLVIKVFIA
# Target sequence (Q00987 whole entry, looked up): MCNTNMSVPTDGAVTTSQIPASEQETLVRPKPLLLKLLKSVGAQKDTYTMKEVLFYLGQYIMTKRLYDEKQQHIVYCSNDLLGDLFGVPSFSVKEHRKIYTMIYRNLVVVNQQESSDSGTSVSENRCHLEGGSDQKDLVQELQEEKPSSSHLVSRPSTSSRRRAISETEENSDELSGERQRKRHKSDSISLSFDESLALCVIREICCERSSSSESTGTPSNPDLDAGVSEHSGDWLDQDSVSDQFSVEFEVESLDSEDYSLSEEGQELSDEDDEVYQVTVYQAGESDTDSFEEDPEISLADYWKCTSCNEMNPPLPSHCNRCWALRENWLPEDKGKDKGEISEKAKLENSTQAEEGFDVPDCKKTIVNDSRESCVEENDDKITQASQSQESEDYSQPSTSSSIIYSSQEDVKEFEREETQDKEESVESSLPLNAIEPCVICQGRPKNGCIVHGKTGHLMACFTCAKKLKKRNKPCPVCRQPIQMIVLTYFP
# * = called active by the depositor; / = not tested or not shown. The list is partial (hit frequency here may not be typical).
# A first look (2 entries):
SMILES,tim10-1 inh,APJ antagonist,APJ ag,tim23-1 inh,TIM10 inh,UPR CHOP act,XBP1 UPR activ,CXCR6 block,Mdm2 MdmX PPI
COc1cccc(Nc2ccc(-n3ccnc3)nn2)c1,1,12,-1,3,0,2.0,0,-7,12
Cc1ccc(C)c(NNC(=O)C(=O)NNc2cc(C)ccc2C)c1,-5,2,-1,-3,-9,-2.4,3,-18,24

# All compounds of this part, from the start:
SMILES,tim10-1 inh,APJ antagonist,APJ ag,tim23-1 inh,TIM10 inh,UPR CHOP act,XBP1 UPR activ,CXCR6 block,Mdm2 MdmX PPI
COc1cccc(Nc2ccc(-n3ccnc3)nn2)c1,1,12,-1,3,0,2.0,0,-7,12
Cc1ccc(C)c(NNC(=O)C(=O)NNc2cc(C)ccc2C)c1,-5,2,-1,-3,-9,-2.4,3,-18,24
Cc1nc(N2CCOCC2)c2c(C)c(C(=O)Nc3ccc(F)cc3Cl)sc2n1,-4,-17,-1,-41,-2,1.6,3,2,-1
O=C(NCc1ccccc1)c1cnc2n(c1=O)CCS2,10,30,3,-3,-19,1.6,-1,5,23
CC(O)(CC(=O)O)CC(=O)O,-8,-38,-4,-3,-9,-0.2,2,/,9
CCNC(=O)COC(=O)c1cc(-c2ccccc2)nn1-c1ccccc1,1,-8,-3,4,3,2.5,1,-1,-18
Nn1c(SCC(=O)Nc2nnc(-c3ccccc3)o2)nnc1C1CC1,-6,5,4,-6,4,0.8,-2,4,9
COc1ccccc1NS(=O)(=O)c1cc(NC(=O)c2ccco2)ccc1N1CCOCC1,14,-7,-1,18,17,-0.6,-2,12,-28
CCCCCCC(=O)N(O)C1CC(=O)N(c2ccc(Cl)cc2)C1=O (configuration not stated),24,15,0,37,12,0.2,-5,-9,37
Cc1ccc(C(=O)N/C(=C/c2ccco2)C(=O)N2CCC(C)CC2)cc1,24,-18,-5,39,9,0.2,-1,7,11
CN(CC(=O)Nc1ccc(F)cc1)C(=O)Cc1ccsc1,7,11,-2,-7,9,2.2,-3,-9,16
COc1ccc(S(=O)(=O)c2c(O)c3ccc(C(=O)Nc4ccc(F)cc4)cc3[nH]c2=O)cc1,-9,-2,1,-8,-1,0.4,-2,-2,-14
CNc1nnc(-c2cc3cc(Cl)ccc3oc2=O)s1,18,12,-1,23,46*,7.1,3,3,-26
CSc1ccccc1NC(=O)COC(=O)CSc1ccc(C)cc1,8,-83,8,23,0,-2.2,0,-3,-13
O=C(Nc1ccc(Cl)cc1F)C1CC(=O)N(Cc2ccco2)C1 (configuration not stated),-8,-26,1,-2,4,2.7,-1,6,-1
Cc1ccc(-n2nnnc2-c2ccco2)cc1,20,8,-1,14,-4,3.8,0,2,22
C#CCNC(=O)C1=C[C@H](C2CCCCC2)C[C@H](OCCCCO)O1,13,5,5,13,12,0.9,-1,0,-9
CN(C)CCN(C(=O)c1ccc2ccccc2c1)c1nc2ccc(Br)cc2s1,3,-2,-3,14,16,4.0,-2,4,18
CCc1ccc(NC(=O)Cn2nnc(C(=O)NCc3cccs3)c2N)cc1,7,-4,-2,-22,-31,0.6,2,-3,-22
CCOC(=O)N1CCC(N2CCN(Cc3ccc(C)o3)C(CCO)C2)CC1 (configuration not stated),-8,9,-1,8,1,-1.7,-4,-3,-27
CC1(C)c2[nH]c3ccccc3c2C[C@H]2C(=O)N(CCCO)CC(=O)N21,-10,3,-2,6,9,0.9,-2,0,1
Cc1ccc(-c2nnc(SCC(=O)N/N=C/c3c(C)nn(-c4ccccc4)c3C)n2-c2ccccc2)cc1,16,0,-8,6,9,1.1,-1,4,18
Cc1cccc(NC(=O)c2ccc(OCc3c(C)noc3C)cc2)n1,19,18,-4,19,13,3.8,0,7,21
CCN(Cc1ccccc1)C(c1ccccn1)c1nnnn1C1CCCCC1 (configuration not stated),42*,14,-2,62*,61*,-0.6,0,10,3
COc1ccc(C2CCCN2C(=O)Nc2ccccc2)cc1OC (configuration not stated),-9,-72,-2,4,7,0.1,0,-5,-3
Cc1nc2c(=O)oc3ccccc3c2n1-c1ccccc1,16,-12,-3,22,2,-1.9,6,2,12
CC(=O)Nc1ccc(NC(=O)C(C)OC(=O)C23CC4CC(CC(Cl)(C4)C2)C3)cc1 (configuration not stated),-2,2,-2,11,-3,-1.7,-2,-3,5
CCCCN1C=CC(=C2N=c3cccc([N+](=O)[O-])c3=N2)C=C1,8,0,-3,0,-15,-1.2,-3,5,-6
O=C(CNC(=O)COc1ccccc1)NCc1cccnc1,1,-4,0,2,-2,2.3,-9,10,10
CCN1CCN(C(=O)C2CCN(S(=O)(=O)N3CCC4(CC3)OCCO4)CC2)CC1,16,10,9,-2,10,-0.2,0,5,24
CCOc1c(Cl)cc(C(=O)Nc2ccccc2C(=O)O)cc1Cl,5,17,0,12,-1,4.2,6,2,-42
CN(C)S(=O)(=O)c1ccc2nnn(O)c2c1,2,-4,-4,6,7,0.0,-1,4,36
CCOC(=O)c1c(C)[nH]c(C(=O)OCC(=O)Nc2ccc(Cl)cn2)c1C,-7,-12,-1,6,-6,0.1,1,11,14
COc1ccc(CCNC(=O)C(=O)NCC2CCCO2)cc1 (configuration not stated),-7,14,-1,5,5,1.3,-3,2,16
CC(C)Cn1c(O)c(N=NC(=O)c2cccc(S(=O)(=O)N3CCCCC3)c2)c2ccccc21,0,13,-4,17,3,2.3,0,15,37
O=C(CN(CC1CCCO1)C(=O)CNS(=O)(=O)c1ccccc1)NCc1ccco1 (configuration not stated),10,18,-2,-6,5,-0.6,-3,-10,5
Cc1ccn2c(=O)nc(SCC(=O)OCc3ccccc3)nc2c1,19,2,0,14,-2,-1.9,-2,2,-8
CCOC(=O)N1CCC(N(CCOC)C(=O)Nc2ccc(Cl)c(Cl)c2)CC1,5,8,-6,15,7,2.4,1,5,-1
CCN(CC(=O)NCc1ccc(F)cc1)C(=O)CN1CCN(c2ccc(OC)cc2)CC1,-12,11,-2,-1,11,1.7,1,0,-19
CC1CCCCC1NC(=O)C1CCN(S(=O)(=O)N2CCC3(CC2)OCCO3)CC1 (configuration not stated),15,13,-4,11,12,0.6,-1,-10,1
CC1CCCN(C(=O)C2CC(=O)N(c3ccc(Cl)cc3)C2)C1 (configuration not stated),9,14,1,10,-7,1.5,-2,2,4
CCn1c(/C=C/c2ccc([N+](=O)[O-])o2)nc2ccccc2c1=O,70*,10,2,-247,50*,71*,7,-4,47
Clc1ccc(OCc2nn3c(-c4ccco4)nnc3s2)cc1,1,-18,-2,32,-9,-0.5,-2,7,5
CCN(CC)C(=O)N1CCc2ccccc21,20,-11,-1,16,-1,0.3,-1,10,15
COc1ccc(/C=N/NC(=O)c2ccncc2)cc1COc1ccc(NC(C)=O)cc1,7,4,0,7,11,2.2,1,/,18
CSCCC(NS(=O)(=O)c1cccs1)C(=O)NCc1ccc(C)cc1 (configuration not stated),0,3,4,11,5,-1.2,0,7,-3
O=[N+]([O-])c1ccc(NC(=S)NCC(c2cccnc2)N2CCOCC2)cc1 (configuration not stated),5,10,-2,-9,10,-2.8,-1,-1,-21
CCc1nn(C(C)C(=O)NCc2cccc(Cl)c2)c(=O)c2cc3occc3n12 (configuration not stated),21,32,-1,5,-40,-0.3,-7,-2,31
Cn1nc(C(=O)NCc2cccs2)c2ccccc2c1=O,15,14,-3,0,-9,-0.8,-1,6,32
O=C(Cc1ccc(Cl)cc1)Nc1cc(Cl)ccn1,16,10,-5,24,5,4.2,4,6,9
Cc1cc(-c2ccc(C(C)C)c(S(=O)(=O)N3CCC(C)CC3)c2)on1,18,27,-14,17,-5,3.9,-3,4,12
COc1cc(OC)cc(C(=O)NNS(=O)(=O)c2ccc(F)cc2)c1,-3,-16,0,2,12,0.3,-6,-7,13
O=C(COC(=O)COc1ccccc1)Nc1ccccc1OC(F)F,2,0,-2,9,9,0.0,-1,6,-9
C=CCn1c(SCC(=O)NC2CCS(=O)(=O)C2)nc2sc(CC)cc2c1=O (configuration not stated),-18,1,1,1,-6,-2.5,-1,4,6
NS(=O)(=O)c1ccc(-n2ncc3c(=O)[nH]c(SCC(=O)Nc4nccs4)nc32)cc1,-6,18,0,14,4,0.4,-3,-6,-10
O=C(NCCS(=O)(=O)N1CCN(c2ccccc2)CC1)C1CC(=O)N(c2ccc(F)cc2)C1 (configuration not stated),6,9,12,8,-3,0.3,-3,-9,15
O=C(OCc1ccccn1)c1ccc(COc2ccccc2Cl)o1,24,12,2,14,19,0.7,0,-2,-17
CCOc1ccc(C(=O)N2CCN(c3cccc(C)c3C)CC2)cc1,45*,-10,-5,43,42*,0.8,2,3,24
O=C(COC(=O)C1CC(=O)N(Cc2ccccc2)C1)Nc1cccc([N+](=O)[O-])c1 (configuration not stated),20,5,-1,14,9,1.8,2,5,-6
Cc1ccc(C(=O)N2CCN(S(=O)(=O)c3ccc(C)cc3)CC2)cc1,17,-3,-1,11,10,0.4,1,-3,-36

# Not a retest: entries from further up.
SMILES,tim10-1 inh,APJ antagonist,APJ ag,tim23-1 inh,TIM10 inh,UPR CHOP act,XBP1 UPR activ,CXCR6 block,Mdm2 MdmX PPI
O=C(NCc1ccccc1)c1cnc2n(c1=O)CCS2,10,30,3,-3,-19,1.6,-1,5,23
CC(O)(CC(=O)O)CC(=O)O,-8,-38,-4,-3,-9,-0.2,2,/,9

# Later entries.
SMILES,tim10-1 inh,APJ antagonist,APJ ag,tim23-1 inh,TIM10 inh,UPR CHOP act,XBP1 UPR activ,CXCR6 block,Mdm2 MdmX PPI
O=S(=O)(/N=C(/Nc1cccc2ccccc12)c1ccccc1)c1ccccc1,10,4,-1,33,36,-0.5,0,11,-11
Cc1cccc(Nc2nnc(SCC(=O)Nc3cccc(S(=O)(=O)N4CCCCC4)c3)s2)c1,17,0,0,10,19,3.2,1,3,-46
COc1ccc(-n2c(=O)c(CCC(=O)N(C)Cc3ccccc3C)nc3ccccc32)cc1,16,-3,-5,28,20,-0.1,1,4,19
Cc1ccc(S(=O)(=O)NCC(=O)OCC(=O)N2N=C(c3ccc(Cl)cc3)CC2c2ccco2)cc1C (configuration not stated),40,-17,1,1,34,1.3,1,0,7
Cc1ccc(NC(=O)C2C3C=CC4(O3)C2C(=O)N(CCCN2CCOCC2)C4C(=O)NC2CCCCC2)cc1Cl (configuration not stated),-20,13,-3,0,11,1.2,-4,-8,20
Cc1ccc(OCCCC(=O)Nc2nnc(C3CCCO3)s2)c(C)c1 (configuration not stated),8,-17,-5,-7,-6,0.0,-3,0,6
CC(CN1CCCCC1)OC(=O)Cc1ccc(Cl)cc1 (configuration not stated),-4,-6,0,13,8,-0.5,0,2,-9
CCc1cc(C(=O)OC)c(NC(=O)CC2Nc3cc(C)c(C)cc3NC2=O)s1 (configuration not stated),17,0,0,-1,4,2.6,1,7,-20
CC(C)(C)C(=O)NC(CC(=O)O)c1ccccc1 (configuration not stated),4,-3,-2,5,8,-1.4,-1,-2,8
CCn1c(SCc2nc(-c3ccccc3)no2)nc2ccccc21,32,2,-2,42,10,-1.1,0,3,21
